DRD3 agonist = qHTS of D3 Dopamine Receptor Agonist: qHTS; 410,000 tested, 0.58% active; max activation, %; D3R DiscoveRx beta-arrestin cells, luminescence, 90 min; D(3) dopamine receptor (Homo sapiens), P35462; in the data active = max activation above about 30%; note: 0% is about no effect; mostly tested at two doses, the higher about 12 µM
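Cells at 1500/well, incubated overnight, then treated with pinned compounds (dopamine as control) for 90 min at 37 degrees C. DiscoveRx reagent added for 30 - 60 minutes at room temperature; luminescence read.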
FUS suppressor = qHTS for Suppressors of FUS Proteinopathy: Primary screen using FUS-linked yeast assay; AID 1347120, 2019; S. cerevisiae FUS-expressing, growth rescue, OD600, 24 h; 390,000 tested, 0.24% active; Potency, µM (series often up to 76.6 µM), for the others: at the highest dose growth rescue (activation), most hits filed as activators;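 note: potency is the fitted concentration of half-maximal effect; plate controls were DMSO vehicle for no effect and reference control for full effect; nearly all actives have a fitted effect of over 55% in size; some results filed as inactive show a strong effect at the top dose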
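S. cerevisiae expressing FUS from galactose induction served as the toxicity model. Growth after 24hr at 30C, read as absorbance at 600 nm, indicates suppression of toxicity; compounds dosed at several concentrations.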
EPAC2 agonist = qHTS for Agonist of cAMP-regulated guanine nucleotide exchange factor 4 (EPAC2): primary screen. Rap guanine nucleotide exchange factor 4 (Homo sapiens), Q8WZA2. EPAC2 activation, biochemical qHTS; response scale: 100% = 6.5 mM cAMP response. Potency, µM (titrated, usually from 154 µM), without a hit: at the highest dose activation, usual class: activators. 360,000 tested, 0.079% active. AID 720711, 2013; note: potency is the fitted concentration of half-maximal effect; nearly all actives have a fitted effect of over 50% in size
Target sequence (Q8WZA2 whole entry, looked up): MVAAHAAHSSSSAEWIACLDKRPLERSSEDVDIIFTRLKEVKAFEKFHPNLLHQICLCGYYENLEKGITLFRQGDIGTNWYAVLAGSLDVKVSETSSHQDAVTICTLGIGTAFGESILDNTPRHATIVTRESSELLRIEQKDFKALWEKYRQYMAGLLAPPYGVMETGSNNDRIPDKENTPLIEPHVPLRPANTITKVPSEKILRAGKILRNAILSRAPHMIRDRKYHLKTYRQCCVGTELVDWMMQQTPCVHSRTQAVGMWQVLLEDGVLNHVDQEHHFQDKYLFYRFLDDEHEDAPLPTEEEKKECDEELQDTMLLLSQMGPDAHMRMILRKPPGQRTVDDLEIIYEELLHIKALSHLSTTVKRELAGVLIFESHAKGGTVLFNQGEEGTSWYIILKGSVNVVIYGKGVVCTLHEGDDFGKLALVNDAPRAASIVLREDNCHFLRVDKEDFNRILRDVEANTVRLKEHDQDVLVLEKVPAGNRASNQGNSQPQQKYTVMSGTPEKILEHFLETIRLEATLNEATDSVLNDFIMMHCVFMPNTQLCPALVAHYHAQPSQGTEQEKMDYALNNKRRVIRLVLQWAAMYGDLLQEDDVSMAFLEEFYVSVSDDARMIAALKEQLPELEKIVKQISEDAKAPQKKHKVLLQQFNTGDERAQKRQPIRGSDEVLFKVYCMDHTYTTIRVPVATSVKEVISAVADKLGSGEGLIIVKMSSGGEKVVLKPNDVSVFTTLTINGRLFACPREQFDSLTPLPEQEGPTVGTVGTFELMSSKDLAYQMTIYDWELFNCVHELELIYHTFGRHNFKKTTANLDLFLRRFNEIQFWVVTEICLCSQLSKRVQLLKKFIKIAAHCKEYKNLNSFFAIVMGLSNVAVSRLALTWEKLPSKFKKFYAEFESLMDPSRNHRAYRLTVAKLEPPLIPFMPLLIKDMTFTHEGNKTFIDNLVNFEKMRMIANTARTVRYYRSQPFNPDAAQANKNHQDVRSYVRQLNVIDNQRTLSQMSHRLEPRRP
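Compounds were titrated in qHTS against a Rap1B-BODIPY-GDP (250 nM) complex with EPAC2 (100 nM) and GDP (50 uM). BODIPY-GDP release tracked at 480/540 nm over 30 min at room temperature, normalized to 6.5 mM cAMP.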
TDP43 rescue = qHTS of TDP-43 Inhibitors. TDP-43 expressing yeast growth rescue, BacTiter-Glo, 24 h. Potency, µM (doses to about 46.1 µM), inactives show at the highest dose growth rescue (activation), most hits filed as activators. 410,000 tested, 1.8% active; note: potency is the fitted concentration of half-maximal effect; % of control where 0% means no effect; nearly all actives have a fitted effect of over 50% in size
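In this qHTS, compounds that restore growth of yeast expressing TDP-43 appear as activators. Cells (OD600=0.02, galactose medium, raffinose-pregrown) are incubated with compound 24 hr at 30 deg C and growth is quantified by BacTiter-Glo.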
aSyn rescue = qHTS of alpha-syn Inhibitors; Yeast expressing alpha-synuclein, growth rescue, BacTiter-Glo, 24 h; Potency, µM (top dose mostly 46.1 µM), without a hit: top-dose growth rescue (activation), actives largely listed as activators; 370,000 tested, 0.14% active; note: potency is the fitted concentration of half-maximal effect; % of control where 0% means no effect; nearly all actives have a fitted effect of over 65% in size
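Rescue of yeast growth: cells expressing toxic alpha-synuclein, induced in galactose at OD600 0.02, incubated with compound 24 h at 30 C. ATP luminescence quantified growth; inhibitors of toxicity appear as activators.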
D3 antag = qHTS of D3 Dopamine Receptor Antagonist: qHTS | AID 652054, 2013 | max response, negative = inhibition, % | D(3) dopamine receptor (Homo sapiens), P35462 | 360,000 tested, 2.5% active | D3R cells, DiscoveRx beta-arrestin luminescence, antagonist mode; hits give low values; in the data active = max response below about -50%; inconclusive = no clear call, values can overlap the other calls; note: % is set by controls: 0 for no effect and ±100 for the full control effect; mostly tested at two doses, the higher about 12 µM
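Cells expressing the human receptor were seeded at 1500 cells/well, incubated overnight at 37 degrees C in 5% CO2, then exposed to library compounds with dopamine controls for 90 minutes at 37 degrees C before luminescent detection.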
Abeta rescue = qHTS for compounds that reverse cellular toxicity of Amyloid beta (A-beta) peptide in yeast: Primary Screen. yeast expressing A-beta42, growth rescue, OD600, 48 h; response scale: 0% DMSO, 100% iron-clioquinol control. Potency, µM (doses to about 46.1 µM), for inactives: at the highest dose growth rescue, most hits filed as activators. 410,000 tested, 0.063% active. AID 1347071, 2019; note: potency is the fitted concentration of half-maximal effect; nearly all actives have a fitted effect of over 55% in size
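Yeast growth medium received pinned compounds, then yeast cells expressing toxic A-beta were added; plates incubated at 30 C for 48 hr. Growth read as absorbance at 600 nm, normalized to DMSO and equimolar FeCl3 plus clioquinol controls.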
EPAC2 antagonist = qHTS for Antagonist of cAMP-regulated guanine nucleotide exchange factor 2 (EPAC2): primary screen; Potency, µM (titrated, usually from 114 µM), for inactives: top-dose activity, negative = inhibition, actives largely listed as inhibitors; EPAC2 GEF exchange of Rap1B-BODIPY-GDP, fluorescence; 360,000 tested, 0.18% active; Rap guanine nucleotide exchange factor 4 (Homo sapiens), Q8WZA2; note: potency is the fitted concentration of half-maximal effect; % is set by controls: 0 for no effect and ±100 for the full control effect; nearly all actives have a fitted effect of over 45% in size; many of its hits are not listed in these tables
* = called active by the depositor; ? = inconclusive; . = not tested or not shown; [ ] = dose if it differs, or a comment. Unless noted, calls come from the whole dose curve; as a rule, active = well fitted curve in the direction sought with a large enough effect; inconclusive = small, poorly fitted or top-dose-only effect, or another doubt; inactive = no such curve, though single readings can be large; an effect the other way counts as inactive or inconclusive. An excerpt; the hit share may differ from the screen's.

Below each compound – DRD3 agonist, FUS suppressor, EPAC2 agonist, TDP43 rescue, aSyn rescue, D3 antag, Abeta rescue, EPAC2 antagonist
- C#CCN(C[C@@H]1[C@@H](OC(=O)NC2CC2)[C@@H](OC(=O)NC2CC2)Cn2c(=O)ccc(=O)n21)S(=O)(=O)c1ccc(C)cc1
    1, 3%, 8%, 0%, -14%, 13, 0%, 0%
- CC(OC(=O)/C=C/c1ccco1)C(=O)NC1CCCCC1 (stereo unspecified)
    -5, -1%, 7%, 24%, -3%, -6, 5%, 5%
- Cc1ccc(C(C)C)c2oc(=O)cc(-c3ccc(-c4ccc(C(F)(F)F)cc4)cc3)c12
    10, -27%, 7%, 15%, 0%, 5, -1%, -2%
- Cc1noc(C)c1COC(=O)c1cc2c3ccccc3n(C)c2s1
    4, 23%, 10%, 10%, -1%, -14, -7%, 21%
- CC(=O)c1cccc(-c2cnc3c(NC=O)cc(-c4cccc(C(=O)N(C)C)c4)cn23)c1
    11, ?, 3%, 17%, 1%, 39, 7%, 0%
- Cn1c(O)c(C=Nc2ccc(Br)cc2)sc1=O
    -1, -15%, 2%, -15%, -5%, -3, -9%, 10%
- COc1ccccc1NC(=O)c1ccc(NC(=O)CN2CCCCC2)cc1
    -23, -10%, 3%, -22%, 1%, -24, -8%, 3%
- Cc1ccc(-n2c(Cn3ncc4ccccc4c3=O)n[nH]c2=S)cc1
    -9, -6%, 0%, 10%, -1%, -16, 3%, -1%
- Cc1ccc(OCC(=O)Nc2ccc(C)c(S(=O)(=O)N3CCCCCC3)c2)c([N+](=O)[O-])n1
    2, 40%, 7%, -2%[9.22 µM], 1%, 16, -8%, -15%
- CC(C)(C)c1cc(NC(=O)c2ccco2)n(-c2ccccc2)n1
    11, -2%, 8%, 3%, 5%, 7, 4%, -2%
- O=C(Nc1cccc(F)c1)Nc1ccnn1C1CCN(C(=O)CCN2CCCO2)CC1
    2, 14%, -2%, 0%, -5%, 4, 1%, 9%
- COc1ccc(-c2noc(CCC(=O)N3CCN(Cc4ccccc4)CC3)n2)cc1
    -8, -10%, 7%, 23%, -7%, -2, 31%, -6%
- CCSc1nnc(CSc2ncccn2)n1C
    -2, -20%, 1%, 18%, 2%, 10, -13%, 15%
- O=C(C1=COCCO1)N1CCN(S(=O)(=O)c2cccc(Cl)c2Cl)CC1
    -6, 15%, 8%, 2%, 5%, -13, 0%, 0%
- O=C(O)CCCn1cc(NC(=O)c2cccc(F)c2)cn1
    4, 6%, 7%, -20%, -2%, 6, 3%, 14%

(continued)
Below each compound – DRD3 agonist, FUS suppressor, EPAC2 agonist, TDP43 rescue, aSyn rescue, D3 antag, Abeta rescue, EPAC2 antagonist
- Cc1nn(-c2cc(C(F)(F)F)ccc2Cl)c2nc(C(F)(F)F)[nH]c(=O)c12
    29, ., 6%, 15%, 2%, 16, 10%, 5%
- Clc1nnc(NN=C2CCCC2)c2ccccc12
    4, 32%, 4%, -8%, 0%, 12, 15%, -7%
- O=C1CCC/C(=N/NC(=O)C2CCN(S(=O)(=O)c3cccs3)CC2)C1
    -2, 16%, -3%, -9%[0.397 µM], 0%, -3, 7%, 6%
- CCN(CC)C(=O)CSc1nc(N)c(C#N)c(-c2cccs2)c1C#N
    5, 17%, -4%, 13%, -6%, -7, -6%, 24%
- Cc1c(C)c(C)c(S(=O)(=O)NCCc2ccccn2)c(C)c1C
    -7, 0%, 11%, -7%, 10%, 9, -2%, 10%
- CCN1CCN(C(=S)c2ccc(OCC(=O)Nc3ccc(OC)cc3)cc2)CC1
    -9, -6%, 10%, -4%, -1%, ?, 8%, -2%
- COc1ccc(CNc2nc(-c3cccnc3)nn2C(=O)C(C)C)cc1
    1, 24%, -3%, -21%[0.397 µM], -8%, 19, 1%, -26%
- Cc1ccc(CNC(=O)C2CCC(=O)N(CCc3ccccn3)C2)s1 (stereo unspecified)
    1, -1%, -1%, 13%, -4%, 2, -6%, 16%
- Cc1ccc(S(=O)(=O)n2nc(C)cc2C)cc1
    -17, 16%, -1%, -2%, -31%[inhibitor], 38, 8%, 16%
- Cc1ccc(CCNC(=O)CS(=O)Cc2nc(-c3cccs3)oc2C)cc1 (stereo unspecified)
    -8, -1%, 2%, 7%, 6%, 5, 7%, -14%
- N/C(=N\OC(=O)CCCN1C(=O)c2ccccc2C1=O)c1ccc(Cl)cc1
    4, -6%, 16%, -6%, -4%, 11, -11%, -2%
- NS(=O)(=O)c1ccc(CNC(=O)c2scc3c2CCCC3)cc1
    -8, 20%, -1%, -11%, 14%, 7, 2%, 9%
- CC(C)CCOc1ccc(C2(C)NC(=O)N(CN3CCOCC3)C2=O)cc1 (stereo unspecified)
    -2, -5%, ?, 9%, 4%, ?, 19%, 10%
- N/C(=N\OS(=O)(=O)c1ccccc1)c1ccccn1
    11, ., 6%, -5%, 0%, 10, 8%, 11%
- CC(Sc1n[nH]c(=O)n1Cc1ccccc1)C(=O)NCC1CCCO1 (stereo unspecified)
    4, -5%, 0%, 8%, 6%, -6, 4%, -7%

Continued:
Below each compound – DRD3 agonist, FUS suppressor, EPAC2 agonist, TDP43 rescue, aSyn rescue, D3 antag, Abeta rescue, EPAC2 antagonist
- COC(=O)c1c(SC)nc2ccccc2c1OCc1ccc(Br)cc1
    11, -14%, ., 30%, ., ., -2%, .
- Cn1ccc(-c2cc(C(=O)O)c3ccccc3n2)n1
    -1, -1%, 9%, -5%, 2%, -7, 5%, 6%
- O=c1cc(CN2CCN(c3ccccc3F)CC2)c2ccccc2o1
    -6, -16%, 4%, 4%, -6%, -3, -14%, 6%
- COc1cccc(N2CCN(C(=O)c3ccc4ccccc4c3)CC2)c1
    -6, 25%, 7%, ?, 2%, 5, -2%, -24%
- CCC(C(=O)NCCCN1CCN(CCCNC(=O)C(CC)c2ccccc2)CC1)c1ccccc1 (stereo unspecified)
    -3, -4%, 7%, 3%, 1%, 3, 13%, 2%
- CCC(=O)c1ccc(OCC(O)CN2CCN(c3ccccn3)CC2)cc1 (stereo unspecified)
    91*, -1%, 5%, 3%, 1%, -20, 9%, 4%
- COc1ccc(C(=O)N/C(=C/c2cccs2)C(=O)N2CCN(C)CC2)cc1
    2, -23%, -4%, 5%, 1%, 9, 4%, -15%
- CCCCOc1ccc(C(=O)NCC(=O)OCC(=O)c2c(N)n(C)c(=O)n(C)c2=O)cc1
    -1, 24%, -3%, 7%, 10%, 4, -8%, 8%
- CCN(Cc1ccncc1)Cc1ccc(OC)cc1OC
    -1, -19%, 0%, 4%, 0%, -3, -19%, 2%
- Cc1cc(NC(=O)c2sc(Nc3ccc(F)cc3)nc2N)no1
    -19, 6%, -2%, -7%[0.397 µM], -1%, 0, -26%, 3%
- O=S(=O)(NCCNS(=O)(=O)c1ccc(F)cc1)c1ccc(F)cc1
    10, 14%, 4%, -10%, 4%, 22, -3%, 2%
- CC(=O)Nc1ccc(S(=O)(=O)N(C)CC(=O)OCC(=O)N(C)c2ccccc2)cc1
    5, 17%, 13%, 6%, 0%, 8, -4%, 3%
- O=C(COC(=O)Cc1ccc(F)cc1)NC1CCCCCC1
    6, 7%, 3%, 0%, 0%, 1, -4%, -3%
- COc1cc(NS(=O)(=O)c2ccc(NC(=S)NC(=O)c3sc4ccccc4c3Cl)cc2)ncn1
    1, 33%, 2%, 4%, 6%, -15, 9%, 9%
- CC(C)(C)CC(C)(C)NC(=S)Nc1ccc(S(=O)(=O)N2CCOCC2)cc1
    -16, 22%, -10%, -1%, -2%, 17, 21%, -14%

(more compounds)
Below each compound – DRD3 agonist, FUS suppressor, EPAC2 agonist, TDP43 rescue, aSyn rescue, D3 antag, Abeta rescue, EPAC2 antagonist
- NC(=O)COC(=O)C1c2ccccc2Oc2ccccc21
    2, 5%, 0%, -7%, 0%, -2, -19%, -2%
- CC(=C/C(=O)O)/C=C/c1ccc([N+](=O)[O-])cc1
    -17, 13%, 6%, ?, 12%, -11, -72%[inhibitor], 1%
- O=C1CCCN1c1ccc(S(=O)(=O)NCc2ccco2)cc1
    1, 11%, 0%[15.6 µM], -5%, 1%, -8, -9%, 0%
- Cc1c(OC(C)C(=O)NCCN2CCOCC2)ccc2c(-c3ccccc3)cc(=O)oc12 (stereo unspecified)
    2, -12%, 6%, 3%, 3%, -28, -1%, 1%

Molecules above that have an aryl methoxy group:
Below each compound – DRD3 agonist, FUS suppressor, EPAC2 agonist, TDP43 rescue, aSyn rescue, D3 antag, Abeta rescue, EPAC2 antagonist
- COc1ccccc1NC(=O)c1ccc(NC(=O)CN2CCCCC2)cc1
    -23, -10%, 3%, -22%, 1%, -24, -8%, 3%
- COc1ccc(-c2noc(CCC(=O)N3CCN(Cc4ccccc4)CC3)n2)cc1
    -8, -10%, 7%, 23%, -7%, -2, 31%, -6%
- CCN1CCN(C(=S)c2ccc(OCC(=O)Nc3ccc(OC)cc3)cc2)CC1
    -9, -6%, 10%, -4%, -1%, ?, 8%, -2%
- COc1ccc(CNc2nc(-c3cccnc3)nn2C(=O)C(C)C)cc1
    1, 24%, -3%, -21%[0.397 µM], -8%, 19, 1%, -26%
- COc1cccc(N2CCN(C(=O)c3ccc4ccccc4c3)CC2)c1
    -6, 25%, 7%, ?, 2%, 5, -2%, -24%
- COc1ccc(C(=O)N/C(=C/c2cccs2)C(=O)N2CCN(C)CC2)cc1
    2, -23%, -4%, 5%, 1%, 9, 4%, -15%
- CCN(Cc1ccncc1)Cc1ccc(OC)cc1OC
    -1, -19%, 0%, 4%, 0%, -3, -19%, 2%
- COc1cc(NS(=O)(=O)c2ccc(NC(=S)NC(=O)c3sc4ccccc4c3Cl)cc2)ncn1
    1, 33%, 2%, 4%, 6%, -15, 9%, 9%
